AmpC inh det – Promiscuous and Specific Inhibitors of AmpC Beta-Lactamase (assay with detergent); P00811; purified AmpC, nitrocefin hydrolysis with detergent; Potency, µM (doses to about 28.7 µM), for inactives: at the highest dose activity change, negative = inhibition; 71,000 tested, 0.09% active; active = well fitted curve in the direction sought with a large enough effect
Target sequence (P00811 whole entry, looked up): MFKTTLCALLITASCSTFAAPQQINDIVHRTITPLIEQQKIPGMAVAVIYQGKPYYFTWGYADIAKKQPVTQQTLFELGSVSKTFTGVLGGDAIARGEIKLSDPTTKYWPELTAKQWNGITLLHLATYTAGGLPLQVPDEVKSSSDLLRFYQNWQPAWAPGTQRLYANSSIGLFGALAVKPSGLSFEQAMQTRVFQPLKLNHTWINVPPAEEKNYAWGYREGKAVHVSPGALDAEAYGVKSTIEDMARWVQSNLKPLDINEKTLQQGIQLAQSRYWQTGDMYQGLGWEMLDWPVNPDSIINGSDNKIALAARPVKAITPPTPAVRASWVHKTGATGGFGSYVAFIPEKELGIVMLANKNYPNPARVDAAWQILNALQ
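E. coli AmpC (5.3 nM) in 20 mM phosphate pH 7.0 with 0.01% Triton X-100, preincubated 15 min RT with compound; nitrocefin (2 uL of 800 uM stock) hydrolysis followed by 480 nm absorbance every 20 s over 4 min.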
Active calls of the source: *; & = joins results of further samples; [ ] = dose if it differs, or a comment. % is scaled to controls: 0 for no effect and ±100 for the full control effect; potency is read from the fitted curve at half-maximal effect.

SMILES	AmpC inh det
C=CCOc1ccc(C(=O)N(Cc2ccc(N(C)C)cc2)C2CCS(=O)(=O)C2)cc1 (stereo unspecified)	-1.6%
COc1ccc(-c2nc3cnc(N4CCN(C)CC4)nc3n(Cc3cccc(OC)c3)c2=O)cc1	-0.7%
Cc1cc(C)c(S(=O)(=O)NCc2cn3c(C)csc3n2)c(C)c1	-3.8%
c1ccc(CCNc2ccccn2)nc1	-4.0%[5.75 µM]
Cc1nc(N2CCN(Cc3ccccc3)CC2)nc2c1C(=O)CCC2	-2.2%
Cc1ccc(OCCN2C(=O)CSC2=O)cc1	-10.4%
Cc1[nH]nc2c1C(=O)CCC2	-1.6%
Nc1nc(-c2ccccc2Br)cs1	-1.0%
CCN1CCN(C(=O)Cn2c(=O)sc3ccccc32)CC1	15.2%
c1ccc2c(c1)CCNC2	8.3%
O=C(NC1CCCC1)C1C2C=CC3(CN(Cc4cccs4)C(=O)C13)O2 (stereo unspecified)	6.1%
CC(C(=O)NCc1ccccc1)N1C(=O)CN(C)C(=O)c2ccccc21 (stereo unspecified)	1.5%
O=C(C1CCC(=O)N1Cc1ccccc1Cl)N1CCN(c2cccc(Cl)c2)CC1 (stereo unspecified)	-3.8%
Cn1ccnc1SCC(=O)Nc1cccc2ccccc12	-7.2%
O=C(CSc1ncccc1-c1nc2ccccc2[nH]1)NC1CC1	-0.6%
Cc1ccc(C2=[N+]([O-])C3(CCCCC/C3=N\O)N(O)C2(C)C)o1 (stereo unspecified)	-1.1%
CCN1C(=O)CC(N2CCC(C(=O)OC)CC2)C1=O (stereo unspecified)	-2.9%
c1csc(-c2cnc3ccccc3n2)c1	2.3%
O=C(CN1CCOc2ccccc21)NCc1ccc(Cl)cc1	2.8%
CC1(C)NC(=O)N(CCOCCOc2cccc(Oc3ccccc3)c2)C1=O	-2.6%
O=c1c(-c2cccs2)nc2cnc(Oc3ccccc3)nc2n1-c1ccccc1	1.5%
CC(=NCc1ccco1)C1=C(O)c2ccccc2C1=O	4.1%
CNc1cccccc1=S	0.3%
O=C(CN1CCN(C2CCCCC2)CC1)Nc1ccccc1-c1ccccc1	-0.5%
CC(=O)c1ccc(NC(=O)CCn2c(=O)oc3ccccc32)cc1	-0.9%
S=c1[nH]c2ccccc2s1	10.2%
CN(Cc1ccccc1)c1ncnc2c1cnn2-c1ccccc1	-2.6%
COc1ccc(O)c(C(=O)c2cc(C#N)c(=O)n(-c3c(C)n(C)n(-c4ccccc4)c3=O)c2)c1	9.2%
C=CCn1cc(C(=O)NCCOC)c(=O)c2cc(S(=O)(=O)N(CC)CC)ccc21	-3.3%
OC(COc1c(F)cc(Br)cc1F)CN1CCN(c2ccc(F)cc2)CC1 (stereo unspecified)	-3.8%
Cc1cc(Nc2nc3c(c(=O)n(C)c(=O)n3C)n2C)n(-c2ccccc2)n1	14.5%
O=C(CN1CCOCC1)Nc1ccc(C2CCCCC2)cc1	1.7%
CS(=O)(=O)Nc1cccc(-c2nc(NCCN3CCOCC3)c3ccccc3n2)c1	8.6%
c1ccc2c(c1)-c1ccccc1C2N1CC2CCC(CC2)C1	2.2%[5.75 µM]
CCOC(=O)C1CCN(C(=O)c2ccc3snnc3c2)CC1	-0.8%
Brc1ccc(-c2nnc3sc(CN4CCc5ccccc5C4)cn23)cc1	-1.3%
Cc1cc(C)c2c(n1)nn1c(N3CCN(c4ccccn4)CC3)cc(C)nc21	1.6%
CCN(CC)S(=O)(=O)c1ccc2oc(C(=O)N3CCOCC3)c(C)c2c1	0.6%
COc1ccc(S(=O)(=O)N2CCC(C(=O)NCc3ccco3)CC2)cc1	-3.0%
c1ccc(-c2n[nH]c3c2CCC3)cc1	-0.9%
Clc1ccc2[nH]c3c(c2c1)CCc1cn[nH]c1-3	-2.9%
CCOC(=O)C1=C(C)N=c2s/c(=C\c3ccncc3)c(=O)n2C1c1ccc2c(c1)OCO2 (stereo unspecified)	-1.2%
CCc1ccc(-c2nnn(Cc3nn[nH]n3)n2)cc1	-5.9%
O=C(c1ccccc1)c1ccccc1C(=O)N1CCOCC1	-3.3%
N#Cc1c(N)c(C(=O)c2ccc(Cl)cc2)n2c1CCC2	-1.8%
O=C(Nc1ccc(N2CCOCC2)c(Cl)c1)c1cccnc1	-3.1%
Cc1onc(-c2ccccc2)c1C(=O)N1CCc2ccccc21	6.1%
COC(=O)c1ccccc1NC(=O)c1cc2n(n1)C(C(F)F)CC(C(F)F)N2 (stereo unspecified)	-6.1%
Cc1[nH]c2ccccc2c1C(=O)CN1CCN(C2CCCCC2)CC1	-6.0%
CCOC(=O)CSc1nc(C2CC2)nc2ccccc12	-1.9%
COc1ccc(CCN(C)CCc2ccc(OC)c(OC)c2)cc1OC	-0.7%&-3.3%
CCc1c(C)nc(SCC(=O)CC(=O)OC(C)C)c(C#N)c1C	0.6%
CCOC(=O)C(C)Sc1nc2ccccc2c(=O)n1CC (stereo unspecified)	-5.7%
Cc1ccc(S(=O)(=O)N2CCC(C(=O)O)CC2)cc1C(=O)O	-1.8%
COc1ccc(-n2ncc3c(N4CCCc5ccccc54)ncnc32)cc1	-4.7%
CN(C)Cc1cc(C(C)(C)C)c(O)c(C(C)(C)C)c1	-0.5%
COc1ccc(Cn2c(=O)[nH]c3cc(C(=O)NCCCN4CCCC4)ccc3c2=O)cc1	-3.6%
Nc1nc(-c2ccc3ccccc3c2)cc(-c2cc(-c3ccc4ccccc4c3)nc(N)n2)n1	-4.5%[5.75 µM]
CCOc1cccc2c1OC1(C)CC2NC(=O)N1c1cccc(Cl)c1 (stereo unspecified)	0.5%
O=C(N1CCOCC1)C12CC3CC(C1)CC(C(=O)N1CCOCC1)(C3)C2	-2.3%

By substructure: the compounds so far with bromine
SMILES	AmpC inh det
Nc1nc(-c2ccccc2Br)cs1	-1.0%
OC(COc1c(F)cc(Br)cc1F)CN1CCN(c2ccc(F)cc2)CC1 (stereo unspecified)	-3.8%
Brc1ccc(-c2nnc3sc(CN4CCc5ccccc5C4)cn23)cc1	-1.3%

The list goes on:
SMILES	AmpC inh det
COc1ccc(OC)c(CNC(=O)Cc2c(C(=O)O)[nH]c3ccccc23)c1	-0.5%
Cc1cc2nc3c(c(=O)n2[nH]1)CCCC3	-0.5%
CCn1c(=N)n(CC(O)COc2cccc(C)c2)c2ccccc21 (stereo unspecified)	-0.3%
COc1ccc(NC(=O)c2ccc(C(=O)c3ccccc3)o2)cc1	-6.4%
Cn1nc(OCCOc2ccccc2)ccc1=O	6.1%
CC(C)N(C(=O)N1CCC(c2nc(-c3ccncc3)no2)CC1)C(C)C	0.3%
CCC(=O)N[C@@H]1CCc2cccc(OC)c2C1	-0.9%
O=c1c2ccccc2nnn1CSc1nnc(-c2cccc(S(=O)(=O)N3CCCCC3)c2)o1	-3.0%
O=C(O)c1ccc2c(c1C(=O)O)C(=O)OC2(c1ccc(O)cc1)c1ccc(O)cc1	-3.2%[5.75 µM]
Cc1cc(C)n(-c2ccc(Cl)c(C(=O)O)n2)n1	-4.8%
Cc1ccc(S(=O)(=O)Nc2ccc(C(=O)Nc3cc(C)on3)cc2)cc1	-1.3%
CCN=C1SC(CC(=O)NC(N)=O)C(=O)N1CC (stereo unspecified)	-5.1%
CCc1ccc(NC(=O)CC2NCCNC2=O)cc1 (stereo unspecified)	-3.2%
CCSc1nc2c(c(=O)n(C)c(=O)n2C)n1Cc1ccc(Cl)cc1	-3.3%
COc1ccc(CN(Cc2ccccn2)S(=O)(=O)c2ccc(-n3cnnn3)c(OC)c2)cc1	-0.8%
CNc1nc(C)nc(-c2ccccc2O)n1	9.7%
CCOC(=O)C1=C(Cn2cnc3ccccc32)NC(=O)NC1c1cc(C)ccc1C (stereo unspecified)	-2.5%
COc1cc(NC(=O)c2ccc(Cl)cc2)c(OC)cc1NC(=O)CN1CCOCC1	0.6%
COc1cc(-c2c(C#N)c(N)nc3c2c(C)nn3-c2ccc(C)c(C)c2)cc(OC)c1OC	0.4%
CN1/C(=C/C=N/n2cnnc2)C(C)(C)c2ccccc21	-1.9%
Cc1cc(C)nc(Sc2ccc3nnc(C(F)(F)C(F)(F)C(F)(F)F)n3n2)n1	-1.0%
COc1ccc(-n2c(=O)c(CCc3ccccc3)nc3cnc(OC)nc32)cc1	0.6%
N#Cc1ccc(CSc2nnc(-c3cccc(S(=O)(=O)N4CCCCC4)c3)o2)cc1	-3.4%
O=C(CSc1ncnc2c1oc1ccccc12)Nc1cccc(Cl)c1	-1.7%
CC1CCC(NC(=O)c2cc3c(s2)CS(=O)(=O)C3)CC1 (stereo unspecified)	0.1%
O=C(Nc1ccc2c(c1)CCC2)c1cnn2c1NC(c1ccco1)CC2C(F)(F)F (stereo unspecified)	-7.4%
O=C(CN1CCN(S(=O)(=O)c2ccc(Br)cc2)CC1)Nc1ccc(F)cc1F	0.9%
Cc1cccc(OCCn2c(=O)n(C)c3ccccc32)c1	8.8%
COC(=O)N1CCC[C@@]2(CCN(C(=O)Nc3cccc(C#N)c3)C2)C1	5.9%
COc1ncc2nc(-c3ccccc3)c(=O)n(CCC#N)c2n1	6.5%
COc1ccc(-c2nc(C)c(C(C)=O)n2O)cc1OC	-0.2%
CCn1ncc(Br)c1C(=O)Nc1sc2c(c1C(N)=O)CCC2	4.1%
COCCN(CCOC)S(=O)(=O)c1ccc(C(=O)Nc2nc(C)c(C(C)=O)s2)cc1	-7.7%
COc1ccc(C2C(C#N)=C(N)OC(C(C)(C)C)=C2C#N)cc1OC (stereo unspecified)	4.0%
CCOC(=O)NCC(C)(C)CNC(=O)OCC	-0.5%
CCCn1c(SCC(=O)Nc2nnc(CC)s2)nnc1-c1ccco1	16.9%
COc1ccc(Cn2nnnc2CN2CCC(c3nc4ccccc4s3)CC2)cc1	5.7%
C=CCOc1ccc(C2c3c(oc4ccccc4c3=O)C(=O)N2c2ccccn2)cc1OCC (stereo unspecified)	11.0%
CN(CCNC(=O)c1cc2c(=O)n(C)c3ccccc3c2n1C)Cc1ccccc1	5.6%
C=C(C)CSc1nc2nc(C)cc(C)n2n1	-1.6%

A draw from above in order of SMILES length, smallest number first:
SMILES	AmpC inh det
CCOC(=O)NCC(C)(C)CNC(=O)OCC	-0.5%
Cc1cccc(OCCn2c(=O)n(C)c3ccccc32)c1	8.8%
COc1ncc2nc(-c3ccccc3)c(=O)n(CCC#N)c2n1	6.5%
O=C(CSc1ncnc2c1oc1ccccc12)Nc1cccc(Cl)c1	-1.7%
O=C(Nc1ccc2c(c1)CCC2)c1cnn2c1NC(c1ccco1)CC2C(F)(F)F (stereo unspecified)	-7.4%
N#Cc1ccc(CSc2nnc(-c3cccc(S(=O)(=O)N4CCCCC4)c3)o2)cc1	-3.4%
C=CCOc1ccc(C2c3c(oc4ccccc4c3=O)C(=O)N2c2ccccn2)cc1OCC (stereo unspecified)	11.0%

Next part
SMILES	AmpC inh det
Cc1oc(-c2cccs2)nc1CS(=O)CC(=O)NC1CCCCCC1 (stereo unspecified)	5.8%
CCn1c(CCn2ccnc2C)n[nH]c1=S	0.1%
CC1CCCN(S(=O)(=O)c2ccc(NC(=O)Cn3nnc(-c4ccccc4F)n3)cc2)C1 (stereo unspecified)	15.1%
CC(=O)c1cccc(OCCN2C(=O)NC(C)(C)C2=O)c1	-1.0%
COc1ccccc1C1N(c2ccc(Cl)cc2)C(=O)C2CCCN21 (stereo unspecified)	-0.4%
COC(=O)C1=C(N)Oc2cc(C)n(Cc3cccnc3)c(=O)c2C1c1cc(OC)ccc1OC (stereo unspecified)	-1.3%
Cc1nn(CC(=O)Nc2ccc3c(c2)nc(CN2CCCCC2)n3C)c(=O)c2ccccc12	-4.9%
Cc1cccc(NC(=O)Cn2c(=O)n(Cc3ccco3)c(=N)c3c4c(sc32)COC(C)(C)C4)c1	-2.6%
CC[C@@](N)(C(=O)O)c1ccc(C(=O)O)cc1	3.9%
Nc1nnc(Cc2ccc(Cl)cc2)s1	-2.9%
Cc1cc(N2C(=O)C3CCCN3C2c2sccc2C)no1 (stereo unspecified)	-6.9%
COc1cc(NC(=O)Cc2ccccc2)ccc1NC(=O)c1ccco1	2.1%
N=c1c(S(=O)(=O)c2ccccc2)cc2c(=O)n3ccccc3nc2n1CC1CCCO1 (stereo unspecified)	-4.8%
O=C(NCC1CCCO1)c1ccc2c(=O)n(CCc3ccccc3)c(=O)[nH]c2c1 (stereo unspecified)	-1.4%
O=S1(=O)CCC(NS(=O)(=O)c2cccc3cccnc23)C1 (stereo unspecified)	-5.7%
CC(=O)c1nnn(-c2nc(N)nc(N(c3ccccc3)c3ccccc3)n2)c1C	-2.3%
CCc1nc(SCC(=O)Nc2c(C)n(C)n(-c3ccccc3)c2=O)n[nH]1	-1.4%
CS(=O)(=O)Nc1cccc(-c2cncnc2NCc2cccs2)c1	9.2%
O=C(CCNc1ccc(F)cc1)c1ccco1	-3.8%
O=C(Nc1nc2c(s1)CCCC2)c1cccs1	-5.0%
O=C(c1cc(-c2ccccn2)nc2c(Cl)cccc12)N1CCN(C(=O)C2CCCO2)CC1 (stereo unspecified)	-3.9%
CCN(C(=O)N(CC)c1ccccc1)c1ccccc1	6.4%
CCOC(=O)c1c(C)[nH]c(C(=O)OCc2c(C)noc2C)c1C	-4.7%
CCOC(=O)CNc1nc(-c2ccncc2)nc2ccccc12	-0.6%
COc1cccc(-n2c(C)c(C(C)=O)c(C(C)=O)c2C)c1	-2.1%
O=C(/C=C/N1CCOCC1)c1cc2ccccc2o1	0.0%
COCCCNC(=O)C1CCN(S(=O)(=O)N(CC(C)C)CC(C)C)CC1	2.6%
COc1ccc(NC(=O)CSc2nnc(-c3ccccn3)n2N)c(OC)c1	-4.0%
COC(=O)CNC(=O)c1ccc(=O)oc1	0.7%
Cc1cc(C(=O)Cn2nnc3ccccc3c2=O)c(C)n1-c1c(C)n(C)n(-c2ccccc2)c1=O	4.5%
O=C(c1ccccc1/S(=N/S(=O)(=O)c1ccccc1)N1CCOCC1)N1CCOCC1 (stereo unspecified)	-1.2%
CCC(=O)N1CCc2cc(S(=O)(=O)NC(C(=O)Nc3cccc(C)n3)C(C)C)ccc21 (stereo unspecified)	10.9%

This is a subset; rates above refer to the full screens.
